Bioassay records: PubChem BioAssay, NCI
All columns: NCI-60 one-dose screen, growth in % after 48 h at 10 µM unless noted; 100 = growth as untreated, 0 = no growth, -100 = all killed.
MOLT-4 = MOLT-4 leukemia cells | 80,000 compounds, 6.9% hits
K-562 = K-562 leukemia. 78,000 compounds, 7.4% hits. AID 1794777
MDA-MB-231 = MDA-MB-231 breast cancer; 81,000 compounds, 5% hits
SR = SR leukemia cells; 73,000 compounds, 8.7% hits
MDA-MB-468 = MDA-MB-468 breast cancer; 78,000 compounds, 8.5% hits; AID 2202374
BT-549 = BT-549 breast cancer; 78,000 compounds, 4.4% hits
T-47D = T-47D breast cancer; 79,000 compounds, 5% hits; AID 1794792
MCF7 = MCF7 breast cancer | AID 1794796 | 82,000 compounds, 6.3% hits
* = called active by the depositor; . = not tested or not shown; [ ] = dose if it differs, or a comment. How the source made its calls: active means growth percent below 10; inactive means the rest.

SMILES | MOLT-4 | K-562 | MDA-MB-231 | SR | MDA-MB-468 | BT-549 | T-47D | MCF7
Cc1cc(-c2ccccc2)n2nc3nc(C)nc-3nc2n1 | 104 | 99 | 96 | 109 | 113 | 109 | 113 | 98
S=c1nn[nH]c2ccccc12 | 108 | 99 | 93 | 92 | 117 | 106 | 109 | 99
C/C(=C\c1cnc(C)s1)[C@@H]1C[C@@H]2O[C@@H]2CCC[C@H](C)[C@H](O)[C@@H](C)C(=O)C(C)(C)[C@@H](O)CC(=O)O1 | 32 | 12 | 41 | 30 | 43 | 39 | 34 | 17
CCS(=O)CC | 103 | 106 | 127 | 101 | 117 | 107 | 113 | 103
COC(=O)[C@@]12OC[C@]34[C@H]([C@@H](O)[C@@H]1O)[C@@]1(C)[C@H](O)C(=O)C=C(C)[C@@H]1C[C@H]3OC(=O)C(OC(C)=O)[C@@H]24 (stereo partly drawn) | -42* | -60* | -40* | -43* | -12* | -53* | -21* | -19*
CCN(CC)c1ccc(/C=N\NC(=O)/C=C/C=C/c2ccc3c(c2)OCO3)c(O)c1 | 18 | 18 | 43 | 18 | 13 | 52 | 26 | 20
CC(=O)Nc1ccc(/C=N/NC(=S)NCC(C)C)cc1 | 100 | 105 | 87 | 109 | 107 | 96 | 100 | 87
O=C(C(=Cn1c(=O)cc[nH]c1=S)C(=O)c1ccccc1)c1ccccc1 | 98 | 99 | 111 | 94 | 113 | 100 | 94 | 96
O=C1NC(c2ccc(Cl)c(Cl)c2)=C/C1=C\c1cccc([N+](=O)[O-])c1 | . | . | 90 | 76 | 102 | 99 | 77 | 64
Cc1ccc(C)c(NC2=C(Cl)C(=O)c3nc(C)ccc3C2=O)c1 | -11* | 1.1* | -14* | 2.0* | -74* | -5.5* | -58* | -59*
CC(=O)OCC(=O)[C@@]1(O)CC[C@H]2[C@@H]3CCC4=CC(=O)CC[C@]4(C)[C@H]3[C@@H](O)C[C@@]21C | 101 | 99 | 72 | 137 | 95 | 66 | 125 | 97
CS(=O)(=O)c1nccc(-c2c(-c3ccc(OCCN4CCCC4)cc3)nc3sccn23)n1 | 85 | 98 | 98 | 88 | 115 | 89 | 115 | 97
O=C1c2ccccc2-c2c1c1ncccc1c(=O)n2C[C@H](O)CO | 100 | 101 | 105 | 110 | 100 | 96 | 98 | 93
CCOC(=O)C1=C(C)N(C)C(=O)N(C)C1c1ccccc1 (stereo not drawn) | 104 | 82 | 97 | 125 | . | 110 | 96 | 107
CCN(CC)c1ccc(/C=C2\SC(=S)N(NC(=O)CSc3nnc(Cc4ccccc4Nc4c(Cl)cccc4Cl)n3-c3ccccc3)C2=O)cc1 | 103 | 104 | 101 | 103 | 107 | 108 | 95 | 98

Reformatted in markdown: 10 of the compounds above.
| molecule | MOLT-4 | K-562 | MDA-MB-231 | SR | MDA-MB-468 | BT-549 | T-47D | MCF7 |
| --- | --- | --- | --- | --- | --- | --- | --- | --- |
| Cc1cc(-c2ccccc2)n2nc3nc(C)nc-3nc2n1 | 104 | 99 | 96 | 109 | 113 | 109 | 113 | 98 |
| S=c1nn[nH]c2ccccc12 | 108 | 99 | 93 | 92 | 117 | 106 | 109 | 99 |
| C/C(=C\c1cnc(C)s1)[C@@H]1C[C@@H]2O[C@@H]2CCC[C@H](C)[C@H](O)[C@@H](C)C(=O)C(C)(C)[C@@H](O)CC(=O)O1 | 32 | 12 | 41 | 30 | 43 | 39 | 34 | 17 |
| CCS(=O)CC | 103 | 106 | 127 | 101 | 117 | 107 | 113 | 103 |
| COC(=O)[C@@]12OC[C@]34[C@H]([C@@H](O)[C@@H]1O)[C@@]1(C)[C@H](O)C(=O)C=C(C)[C@@H]1C[C@H]3OC(=O)C(OC(C)=O)[C@@H]24 (stereo partly drawn) | -42* | -60* | -40* | -43* | -12* | -53* | -21* | -19* |
| CCN(CC)c1ccc(/C=N\NC(=O)/C=C/C=C/c2ccc3c(c2)OCO3)c(O)c1 | 18 | 18 | 43 | 18 | 13 | 52 | 26 | 20 |
| CC(=O)Nc1ccc(/C=N/NC(=S)NCC(C)C)cc1 | 100 | 105 | 87 | 109 | 107 | 96 | 100 | 87 |
| O=C(C(=Cn1c(=O)cc[nH]c1=S)C(=O)c1ccccc1)c1ccccc1 | 98 | 99 | 111 | 94 | 113 | 100 | 94 | 96 |
| O=C1NC(c2ccc(Cl)c(Cl)c2)=C/C1=C\c1cccc([N+](=O)[O-])c1 | . | . | 90 | 76 | 102 | 99 | 77 | 64 |
| Cc1ccc(C)c(NC2=C(Cl)C(=O)c3nc(C)ccc3C2=O)c1 | -11* | 1.1* | -14* | 2.0* | -74* | -5.5* | -58* | -59* |

The results go on.
SMILES | MOLT-4 | K-562 | MDA-MB-231 | SR | MDA-MB-468 | BT-549 | T-47D | MCF7
COc1ccc(C2CC(c3cccs3)=NN2c2ccc(S(=O)(=O)NC(=O)Nc3ccc(C)cc3)cc2)cc1 (stereo not drawn) | 94 | 114 | 117 | 85 | . | 74 | 79 | 97
COc1cc(N/C=C2/CC(C(=O)NCc3ccc(Cl)cc3Cl)NC2=O)cc(OC)c1OC (stereo not drawn) | 98 | 97 | 111 | 101 | 109 | 92 | 92 | 93
COc1cc(C)c2cc(Cc3ccccc3)ccc2n1 | 93 | 101 | 98 | 90 | 100 | 111 | 86 | 104
Nc1cc(-c2c[nH]c3ccc(Br)cc23)nc2cc(-c3c[nH]c4ccc(Br)cc34)nn12 | -3.9* | 1.8* | 7.9* | -1.8* | -4.0* | 76 | 39 | 8.2*
CCOC(=O)C1=C(C#N)C(=C(C#N)C#N)NC1(C)O (stereo not drawn) | 117 | 126 | 117 | 110 | 104 | 111 | 78 | 94
C/C(=N\NC(N)=S)c1ccc(Nc2nc(SC(C)C)nc(-c3ccccc3)c2C#N)cc1 | 77 | 87 | 40 | 80 | 28 | 28 | 57 | 64
Nc1cccc(N=Nc2c(S(=O)(=O)O)cc3cc(Nc4ccc5c(O)c(N=Nc6cccc(N)c6)c(S(=O)(=O)O)cc5c4)ccc3c2O)c1 | 100 | 101 | 92 | 104 | 98 | 109 | 110 | 93
C#CCN=C(NN)NS(=O)(=O)c1c[nH]ccc1=S | 117 | 140 | 112 | 132 | 102 | 102 | 104 | 107
COC(C)CCO (stereo not drawn) | 102 | 100 | 116 | 91 | 99 | 106 | 96 | 99
CCCCCCCCCCN | 92 | 109 | 104 | 89 | 87 | 98 | 90 | 94
COC(=O)c1cnc(Sc2cc(C(F)(F)F)cc(C(F)(F)F)c2)nc1C(F)(F)F | 55 | 93 | 95 | 72 | 88 | 76 | 89 | 85
O=C(NC1CCCc2ccccc21)c1cc2c([nH]c1=O)CCC2 (stereo not drawn) | 88[50 µM] | 89[50 µM] | 84[50 µM] | 92[50 µM] | 114[50 µM] | 101[50 µM] | 87[50 µM] | 93[50 µM]
Cc1ccc(F)cc1N/C=c1\s/c(=C(\C#N)C(=O)Nc2ccccc2)n(-c2ccccc2)c1=O | 90 | 83 | 2.7* | 75 | 53 | 100 | 77 | 39
Cc1ccc(NC(=O)[C@H]2C[C@@H]2CN2CCN(C)CC2)cc1Nc1nccc(-c2cccnc2)n1 | 108 | 97 | 94 | 102 | 104 | 100 | 82 | 103
COc1ccc(/C(=C(/CC(=O)O)C(=O)OC(C)(C)C)c2cc(OC)c(OC)c(OC)c2)cc1OC | 107 | 105 | . | 93 | 104 | . | 105 | 107
CNc1cccc2c1C(=O)c1cccc(N)c1C2=O | 29 | 26 | 86 | 9.0* | 46 | 31 | 46 | 25
CCCCCn1sc(=O)n(Cc2ccc(COC(=O)C(C)c3ccc(CC(C)C)cc3)cc2)c1=O (stereo not drawn) | 105 | 89 | 107 | 98 | 122 | 109 | 98 | 93
O=C(Nc1ccccc1)Nc1nc(=O)c2ccccc2c(=O)[nH]1 | 98 | 93 | 106 | 86 | 103 | 101 | 88 | 89
COc1ccccc1NC(=O)CCl | 94 | 95 | 116 | 95 | 110 | 108 | 100 | 100
CS(=O)(=O)c1ncc(-c2ccccc2)cn1 | 97 | 93 | 100 | 71 | 96 | 93 | 94 | 92
CN(C)c1cccc2c(S(=O)(=O)Nc3cccc(-c4csc(NC(=O)CNCCCN5CCOCC5)n4)c3)cccc12 | . | . | 81 | . | 93 | 112 | 79 | 117
Cn1c(O)c(C(=NCCN)c2ccccc2)c(=O)n(C)c1=O | 97 | 120 | 115 | 111 | 95 | 100 | 91 | 96
COc1ccc(-c2nnc(CNc3ncccn3)o2)cc1 | 94 | 103 | 108 | 95 | 92 | 102 | 91 | 96
Cc1ccc2nc(-c3ccc(C(=O)O)cc3)n(CC(=O)NNC(=O)c3ccncc3)c2c1 | . | . | 101 | 92 | 89 | 106 | 99 | 105
Fc1ccc(N2CCN(Cc3c[nH]c4ncnc(N5CCOCC5)c34)CC2)cc1 | 90 | 108 | 111 | 94 | 103 | 101 | 99 | 95
C[C@H]1C=C(Br)[C@]2(CCCO2)C12CCCCC2 | 104 | 111 | 103 | 96 | 91 | . | 99 | 92
O=[N+]([O-])c1ccc2c(c1)C(C(Cl)(Cl)Cl)OC(C(Cl)(Cl)Cl)O2 (stereo not drawn) | 79 | 75 | 94 | 75 | 90 | 100 | 72 | 92
CCOC(=O)C1=C(N)N(c2ccc(Cl)cc2)C2=C(C(=O)CC(C)(C)C2)C1c1ccccc1Br (stereo not drawn) | . | . | 85 | . | 47 | 73 | 51 | 53
CCOCc1cc(=O)[nH]c(SC)n1 | 136 | 106 | 148 | 137 | 93 | 99 | 100 | 107
O=S(=O)(c1ncsc1-c1ccccc1)N1CCCCC1 | 93 | 98 | 105 | 104 | 91 | 114 | 106 | 92
Clc1ccc(/C=C2\CCCC3=C2N=C2SC=NN2C3c2ccc(Cl)cc2)cc1 (stereo not drawn) | 99 | 102 | 104 | 76 | 90 | 117 | 88 | 24
NC(=O)N/N=C/C(c1ccccc1)c1ccccc1 | 99 | 107 | 105 | 104 | 88 | 106 | 98 | 92
N#CC1=C(c2ccco2)Nc2c(c(-c3ccccc3)nn2-c2ccccc2)C12C(=O)Nc1ccccc12 (stereo not drawn) | 62 | 43 | 58 | 51 | 76 | 140 | 63 | 59
CS(=O)(=O)Nc1ccc(C(=O)NCc2ccc(N3CCOCC3)cc2)cc1 | 91 | 102 | 119 | 85 | 108 | 109 | 94 | 90
CCOC(=O)c1c(C)nc(Nc2nc3ccccc3o2)nc1-c1ccc(Cl)cc1Cl | 93 | 103 | 110 | 105 | 110 | 98 | 95 | 92
Oc1cccc(CNC2CCCCC2)c1 | 106 | 101 | 102 | 102 | 113 | 112 | 113 | 91
CCOC(=O)C(C)(C)C(=O)O | 97 | 110 | 110 | 116 | 93 | . | 105 | 91
COc1cc2c(cc1CC(Br)CBr)OCO2 (stereo not drawn) | 78 | 94 | 107 | 51 | 91 | 86 | 94 | 75
CCOc1ccc2nc(NC(=O)c3ccc(C(C)(C)C)cc3)sc2c1 | 84 | 64 | 86 | 88 | 54 | 96 | 75 | 70
O=C(N/N=C/c1ccc(N2CCCC2)cc1)c1cnc2n(c1=O)CCCCC2 | 99 | 100 | 95 | 86 | 111 | 108 | 97 | 92
CNC(=O)c1cc(-c2ccc(NC(=S)Nc3cccc(C(F)(F)F)c3)cc2)nc2cccnc12 | 117 | 91 | 96 | 81 | 48 | 104 | 102 | 80
COC(=O)c1nc(=S)[nH]c(C(=O)OC)c1C(=O)c1ccc2ccccc2c1 | 103 | 102 | 90 | 93 | 90 | 131 | 87 | 94
O=C(NC(CSC(=O)c1ccccc1)C(=O)O)OCc1ccccc1 (stereo not drawn) | 96 | 109 | 98 | 85 | 100 | 120 | 91 | 99
N#CCC1(c2ccccc2)CCCC1 | 104 | 103 | 114 | 106 | 95 | 112 | 103 | 101
Brc1ccccc1/C=N/Nc1ncnc2sc3c(c12)CCNC3 | 96 | 83 | 107 | 54 | 72 | 96 | 117 | 76
CCOc1ccc(/C=C2/C(=O)N=C(NC(C)=O)N2C)cc1 | 87 | 101 | 106 | 85 | 113 | 111 | 97 | 98
NC(=O)C1(C(N)=O)CCC1 | 96 | 92 | 123 | 87 | . | 104 | 98 | 93
C=CCOP(=O)(OCC=C)c1ccccc1 | 103 | 101 | 119 | 112 | . | 109 | 104 | 103
CCOC(=O)C1=NN(c2ccccc2)C(=O)C1N=Nc1ccc(-c2ccc(N=NC3C(=O)N(c4ccccc4)N=C3C(=O)OCC)c(Cl)c2)cc1Cl (stereo not drawn) | 95 | 94 | 93 | 93 | 104 | 96 | 105 | 102
COc1cccc2c1OC(c1ccc3noc(-c4ccc(C)cc4)c3c1)N1N=C(c3ccccc3)CC21 (stereo not drawn) | 114 | 103 | 93 | 95 | 114 | 131 | 100 | 95
O=C(O)CCC(=O)/C=C/c1ccccc1O | 116 | 103 | 96 | . | . | 104 | 100 | 110
COc1ccc(C(=O)Nn2cnc3oc(-c4ccc(OC)cc4)cc3c2=N)cc1 | 103 | 99 | 99 | 100 | 116 | 106 | 99 | 98
CSc1nc(Cl)c(Br)c(Cl)n1 | 91 | 78 | 124 | 33 | 77 | 96 | 83 | 74
N#Cc1ccc(C(=O)NCCCNc2nccc(-n3ccc4cccnc43)n2)cc1 | 104 | 104 | 100 | 101 | 102 | . | 101 | 93
Clc1ccc(-c2nnc(N3c4ccccc4C=Cc4ccccc43)o2)cc1 | 80 | 46 | 80 | 33 | 90 | 105 | 83 | 64
O=C1NC(=S)NC(=O)C1=Cc1cn(Cc2cn(Cc3cccc4ccccc34)nn2)c2ccccc12 | 96 | 121 | 88 | . | 95 | 101 | 105 | 95
CCN(CC)CCOC(=O)c1ccc(N=C=S)cc1 | 96 | 115 | 99 | 93 | 109 | 113 | 92 | 94
CCC1CCC(CC)C1O (stereo not drawn) | 100 | 96 | . | 100 | 103 | 102 | 94 | 95
Cc1cccc2[nH]c(=O)cc(-n3ncc(C#N)c3N)c12 | 109 | 111 | 103 | 95 | 136 | 92 | . | 91
C=C1C(=O)O[C@H]2[C@H]1CC/C(CNS(=O)(=O)c1cccc3ccccc13)=C\CC[C@@]1(C)O[C@@H]21 | 6.5* | . | 44 | 11 | 1.4* | 37 | 25 | 16

Rows were taken by chance (roughly 13% active in at least one column).
